# PI4K2A block: blocks human PI4K2A kinase activity; purified PI4K2A, ADP-Glo luminescence, 1 h; active compounds read low; hit rate 0.13% among 420,000; Q9BTU6; activity change, negative = inhibition, % at 76.9 µM; in the data active = activity change below about -50%; inconclusive = mostly about -30% to -49%;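 note: -100% = wells without enzyme as full effect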
#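 Compounds are screened against recombinant PI4K2A using PI as substrate and ATP, the latter dispensed at 300 microM. Reactions run one hour at ambient temperature before ADP-Glo detection; full inhibition defined by wells lacking enzyme.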
# TrxR1 inh: inhibitors of rat thioredoxin reductase 1 | recombinant rTrxR1, NADPH fluorescence consumption, selenite substrate | hit rate 1% among 390,000 | Potency, µM (doses to about 114 µM), for the others: at the top dose activity change, negative = inhibition, usual class: inhibitors; note: potency is the fitted concentration of half-maximal effect; % is set by controls: 0 for no effect and ±100 for the full control effect; nearly all actives have a fitted effect of over 65% in size
# Target sequence (O89049 whole entry, looked up): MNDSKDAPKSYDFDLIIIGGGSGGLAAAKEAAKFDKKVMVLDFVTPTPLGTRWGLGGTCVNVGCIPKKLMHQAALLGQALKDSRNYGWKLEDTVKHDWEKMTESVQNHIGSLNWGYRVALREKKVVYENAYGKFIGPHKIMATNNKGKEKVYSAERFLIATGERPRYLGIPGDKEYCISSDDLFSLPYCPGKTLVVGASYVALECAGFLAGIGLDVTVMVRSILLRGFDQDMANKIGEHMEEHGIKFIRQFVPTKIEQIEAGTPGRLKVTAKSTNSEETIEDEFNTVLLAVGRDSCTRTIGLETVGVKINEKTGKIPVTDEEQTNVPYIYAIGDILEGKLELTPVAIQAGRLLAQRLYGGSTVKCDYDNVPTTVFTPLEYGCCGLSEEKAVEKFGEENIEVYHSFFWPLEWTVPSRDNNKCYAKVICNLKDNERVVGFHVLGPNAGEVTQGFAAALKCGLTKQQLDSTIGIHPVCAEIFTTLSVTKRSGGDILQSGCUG
#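 Rat TrxR1 (90 nM in the dispensed reagent) was pre-reduced with 400 uM NADPH for 5 min at room temperature, then incubated with compound for 15 min. After 400 uM selenite was added, NADPH fluorescence (Ex 340/Em 450 nm) was followed for 8 min.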
# mIDH1 inhibitor: inhibitors of human mutant IDH1 R132H | O75874 | IDH1-R132H enzyme, NADPH consumption, diaphorase/resazurin fluorescence | Potency, µM (highest dose often 76.6 µM), inactives show top-dose activity change, negative = inhibition, hits mostly inhibitors | hit rate 0.093% among 390,000 | AID 602179; note: potency is the fitted concentration of half-maximal effect; % is set by controls: 0 for no effect and ±100 for the full control effect; nearly all actives have a fitted effect of over 65% in size
# Target sequence (O75874 whole entry R132H, stated change not applied): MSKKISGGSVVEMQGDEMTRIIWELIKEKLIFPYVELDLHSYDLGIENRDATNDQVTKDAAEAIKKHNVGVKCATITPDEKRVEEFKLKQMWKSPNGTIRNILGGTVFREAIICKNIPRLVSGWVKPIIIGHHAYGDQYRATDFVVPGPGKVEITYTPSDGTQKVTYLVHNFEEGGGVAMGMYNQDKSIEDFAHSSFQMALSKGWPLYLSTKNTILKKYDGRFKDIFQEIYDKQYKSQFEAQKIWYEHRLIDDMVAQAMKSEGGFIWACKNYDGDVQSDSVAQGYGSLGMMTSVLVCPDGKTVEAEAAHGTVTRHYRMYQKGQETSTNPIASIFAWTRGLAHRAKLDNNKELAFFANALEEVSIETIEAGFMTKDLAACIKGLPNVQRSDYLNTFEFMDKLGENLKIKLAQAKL
#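 IDH1-R132H (0.5 ug/mL dispensed) in pH 7.5 Tris buffer was preincubated 30 min with compound, then given a substrate mix of 0.016 mM NADPH and 2 mM alpha-KG for 80 min at room temperature; remaining NADPH was read by diaphorase/resazurin fluorescence.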
# TrxR1 substrate: rat thioredoxin reductase 1 substrate activity. O89049. purified TrxR1 substrate turnover, NADPH consumption readout. Potency, µM (doses to about 114 µM), for the others: at the top dose activity change, negative = substrate turnover. hit rate 0.01% among 390,000. AID 588456; note: potency is the fitted concentration of half-maximal effect; % is set by controls: 0 for no effect and ±100 for the full control effect; nearly all actives have a fitted effect of over 50% in size
#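 Rat TrxR1, dispensed at 90 nM, was prereduced with 400 uM NADPH (final) for 5 min at ~22 deg C, then incubated with compound 15 min before 400 uM selenite. A first-read NADPH fluorescence drop versus no-compound background flagged substrates.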
# USP1 inh: USP1/UAF1 (human) deubiquitinase inhibition. recombinant USP1/UAF1, Ub-Rhodamine cleavage fluorescence. hit rate 0.23% among 390,000. O94782. AID 743255. Potency, µM (doses to about 57.1 µM), for the others: at the top dose activity change, negative = inhibition, hits mostly inhibitors; note: potency is the fitted concentration of half-maximal effect; % is set by controls: 0 for no effect and ±100 for the full control effect; nearly all actives have a fitted effect of over 60% in size; inactives centre near -12
#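 1 nM enzyme complex + cpd, 15 min RT; start with Ub-Rho 150nM final; kinetic fluorescence ex 480/em 540, 6 reads q60 s. Buffer 50mM HEPES pH 7.8, 0.5mM EDTA, 0.1 mg/ml BSA, 1mM TCEP, 0.01% Tween-20.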
# GLS inh: inhibitors of human glutaminase (GLS); O94925; GLS enzymatic activity, qHTS titration; Potency, µM (series often up to 45.5 µM), for the others: at the highest dose activity change, negative = inhibition, usual class: inhibitors; hit rate 0.21% among 410,000; AID 624170; note: potency is the fitted concentration of half-maximal effect; % is set by controls: 0 for no effect and ±100 for the full control effect
#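 Compounds were pin-transferred onto hKGA, after which L-glutamine (1 mM solution) and a detection mix of glutamate oxidase, HRP and Amplex Red were added. Initial and 30 min RT fluorescence reads were collected.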
# HP1b chromo inh: blocks HP1-beta chromodomain binding to methylated histone tails | P83916 | AlphaScreen HP1-beta / biotin-H3K9me3 peptide binding | Potency, µM (titrated, usually from 114 µM), without a hit: at the highest dose activity change, negative = inhibition, hits mostly inhibitors | hit rate 0.56% among 390,000 | AID 540317; note: potency is the fitted concentration of half-maximal effect; nearly all actives have a fitted effect of over 70% in size; inactives centre near 23
#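 AlphaScreen: HP1-beta (50 nM) preformed 30 min with biotin-H3(1-18)K9me3 peptide (50 nM) in PBS pH 7.4, 0.01% Tween-20. Compound added for 30 min at RT, then streptavidin donor/nickel chelate acceptor beads (10 ug/mL) for 30 min.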
# Pin1 inh: inhibitors of human Pin1 | Q13526 | Pin1 FP peptide displacement, HiFluor488, 10 min | Potency, µM (titrated, usually from 115 µM), for inactives: top-dose activity, negative = inhibition, usual class: inhibitors | hit rate 0.009% among 390,000 | AID 504891; active = well fitted inhibition curve with a large enough effect in the polarisation, with a control signal flat, not every such curve was filed as active; inconclusive = small, poorly fitted or top-dose-only effect, or effect the other way, or a change in a side signal; inactive = no such curve, though single readings can be large or run the other way; the % refers to the polarisation; note: potency is the fitted concentration of half-maximal effect; % is set by controls: 0 for no effect and ±100 for the full control effect
# PGK inhibitor: T. brucei PGK inhibition. Potency, µM (top dose mostly 57.5 µM), for inactives: at the top dose activity change, negative = inhibition, actives largely listed as inhibitors. P07378. PGK/GAPDH coupled, Kinase-Glo luminescence, 60 min. hit rate 0.043% among 380,000; note: potency is the fitted concentration of half-maximal effect; % is set by controls: 0 for no effect and ±100 for the full control effect; nearly all actives have a fitted effect of over 60% in size
#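 Luminescent ATP detection (Kinase-Glo Plus) follows a 60-minute room-temperature incubation, with wells lacking PGK as controls. Buffer: 100 mM TEA (pH 7.6), 5 mM MgCl2, 0.01% Tween-20. Coupling enzyme GAPDH (100 nM final) supplies unstable 1,3-BPG in-well.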
# An asterisk follows results filed as active; i = inactive; ? = inconclusive; / = not tested or not shown; & = joins results of further samples; [ ] = another dose, or the depositor's remark. Unless noted, calls come from the whole dose curve; as a rule, active = well fitted curve in the direction sought with a large enough effect; inconclusive = small, poorly fitted or top-dose-only effect, or another doubt; inactive = no such curve, though single readings can be large; an effect the other way counts as inactive or inconclusive. An excerpt. The share of hits here may be higher or lower than overall.
SMILES,PI4K2A block,TrxR1 inh,mIDH1 inhibitor,TrxR1 substrate,USP1 inh,GLS inh,HP1b chromo inh,Pin1 inh,PGK inhibitor
CCc1ccc(/C=C/C(=O)c2cc(Br)ccc(=O)c2O)cc1,-8,?,0%,-11%,?,4%,?,?,-1%
O=C(O)CNc1ccc(S(=O)(=O)C(F)(F)F)cc1[N+](=O)[O-],1,16%,-6%,0%,-12%,-4%,20%,0%,-3%
Cc1nc(-c2cccc(S(=O)(=O)N3CCCC(C)C3)c2)cs1 (configuration not stated),-3,-6%,6%,-5%,-14%,0%,50%[activator],-4%,-7%
COc1ccc(CCNC(=O)CSc2nnc(-c3ccc(F)cc3)o2)cc1OC,6,18%,1%,2%,-13%,9%,37%[activator],2%,i
Cc1cc(NC(=O)COC(=O)c2ccccc2Cl)no1,1,0%,26%,-3%,-1%,-2%,38%,0%,-2%
COc1ccc(-c2ccccc2)cc1NCc1ccc(OC)c(OC)c1,1,17%,-4%,16%,-16%,9%,?,2%,0%
N#Cc1c(-c2ccc([N+](=O)[O-])cc2)nc2n(c1=O)CCS2,-4,4%,0%,-8%,-9%,0%,7%,-6%,i
COc1ccc(/C=C/C(=O)NCC(=O)N/N=C(/CCC(=O)O)c2ccccc2)cc1,-19,4%,-1%,-2%,1%,12%,7%,-19%,10%
O=C(CCCn1c(=O)[nH]c2ccccc2c1=O)N1CCN(c2ccccc2)CC1,0,7%[57.1 µM],8%,2%[57.1 µM],-3%,4%,5%,2%,-2%
Cn1ncc2c(O/N=C(\N)c3ccc(C(F)(F)F)cc3)ncnc21,-3,-11%,-6%,-12%,-2%,2%,25%,4%,-1%
O=C(CN1CCN(S(=O)(=O)c2ccc(Br)cc2)CC1)N/N=C/c1ccco1,1,-26%,3%,-6%,-9%,11%,34%,?,2%
Cc1ccc(C(=O)COC(=O)C(Cc2c[nH]c3ccccc23)NC(=O)c2ccc(C(C)(C)C)cc2)cc1 (configuration not stated),2,22%[57.1 µM],-15%,-6%[57.1 µM],-32%,1%,6%,31%[activator],5%
COc1ccc(Oc2c(C)oc3cc(OC(=O)N4CCOCC4)ccc3c2=O)cc1,5,15%,6%,8%,-6%,1%,22%,-2%,1%
O=C(c1ccc(F)c(S(=O)(=O)N2CCOCC2)c1)N1CCN(c2ccc(F)cc2)CC1,1,-5%,-10%,-7%,-19%,13%,28%,-3%,-8%
Cc1ccc(C(=O)NC(=C(Cl)Cl)S(=O)(=O)c2ccc(C)cc2)cc1,-1,?,-5%,-10%,-3%,2%,15%,-4%,i
Cc1ccsc1C(=O)N1CCc2ccccc2C1,2,20%,-7%,8%,-9%,12%,22%,-2%,10%
CC(C)NC(=O)CN1CCN(Cc2nc(-c3cccs3)no2)CC1,-3,17%,-3%,-1%,-9%,-2%,48%[activator],1%,-2%
CCOC(=O)Cn1ccc(NC(=O)c2ccc3c(c2)OCO3)n1,1,0%,5%,-8%,-18%,2%,54%[activator],2%,i
O=CN1N=C(c2ccccc2)CC1c1ccc(Cl)cc1 (configuration not stated),-6,-17%,-6%,-15%,-13%,11%,29%,0%,-13%
CCOC(=O)C1CCCN(Cc2ccccc2OCC)C1 (configuration not stated),6,14%,8%,4%,-13%,9%,?,2%,i
Cc1ccc(-n2nnnc2SCc2ccc(C(=O)O)cc2)cc1C,4,24%,-16%,2%,-23%,2%,40%[activator],-12%,2%
COc1ccc(-n2c(SCC(=O)Nc3cc(C)on3)nc3ccccc3c2=O)cc1Cl,2,28%[57.1 µM],5%,8%[57.1 µM],0%,9%,23%,1%,-7%
COc1cc(/C=C2/SC(N)=NC2=O)ccc1Oc1ccc([N+](=O)[O-])cc1[N+](=O)[O-],0,-64%,3%,2%[57.1 µM],-21%,0%,44%[activator],15%,-3%
COC(=O)N(C)C[C@H]1OCc2cnnn2CCCC(=O)N([C@H](C)CO)C[C@H]1C,5,/,9%,/,-20%,-13%,/,/,-9%
COc1ccc(-c2nc(C)c(CCNC(=O)c3ccco3)s2)cc1,0,16%[57.1 µM],-1%,20%[57.1 µM],-11%,4%,18%[57 µM],8%,0%
CCc1cc2c(SCC(=O)Nc3ccc(Cl)cn3)ncnc2s1,-4,8%[57.1 µM],4%,8%[57.1 µM],-3%,19%,29%,14%,-1%
Cc1noc(C(F)(F)F)c1C(=O)NNC(=O)c1ccccc1,0,11%[57.1 µM],2%,-21%[57.1 µM],-16%,-12%,18%,-1%,-6%
C/C(=N/N1CCN(c2ccccn2)CC1)c1ccc([N+](=O)[O-])cc1,0,-3%,-1%,-4%,-8%,1%,12%,-5%,-8%
O=CN1CCN(C=O)C(O)C1O (configuration not stated),6,2%,-3%,-3%,4%,1%,24%,-4%,3%
CCOC(=O)c1cnc(Nc2nc3ccccc3o2)nc1C,-4,20%,1%,3%,-14%,1%,23%,-8%,-13%
CCOc1ccccc1NC(=O)COC(=O)c1cn(CC)c2nc(C)ccc2c1=O,0,14%,-8%,0%,-16%,-9%,11%,4%,i
COc1ccc(OC)c(C(=O)c2ccc(C(=O)c3cc(OC)ccc3OC)cc2)c1,1,21%,-5%,4%,-16%,-5%,12%,6%,-1%
CSc1ccccc1NC(=O)CCc1ccccc1,-1,15%,1%,2%,-18%,-5%,37%,-5%,-9%
CC(C)Oc1cccc(C(=O)NC(=S)Nc2ccccc2N2CCOCC2)c1,-1,-7%,0%,-5%,-6%,1%,1%,-5%,-3%
CCN(C(=O)CSc1nc(C)cc(=O)[nH]1)C1CCCCC1,4,-6%,8%,1%,-9%,4%,25%,-3%,1%
O=C(CSc1ccc(-c2cccnc2)nn1)Nc1ccc(F)c(F)c1,-1,-8%,14%,-5%,-18%,1%,8%,6%,-2%
Cn1c(Cc2ccccc2)nnc1SCC(=O)N1CCN(c2ccccc2)CC1,-2,10%,1%,10%[57.1 µM],-11%,8%,31%,-4%,3%
Cn1cnnc1SCc1nnc(-c2ccccc2Br)o1,8,?,5%,4%,-22%,-10%,47%[activator],0%,-5%
COC(=O)c1cc(S(=O)(=O)Nc2cccc(-c3cnco3)c2)oc1C,-3,14%,-12%,1%,-19%,5%,26%,3%,-9%
CC(C)c1ccc(S(=O)(=O)Nc2cc3c(cc2NCc2ccccc2)n(C)c(=O)n3C)cc1,-5,8%,-16%,11%,-18%,16%,?,-11%,0%
Cc1ccc(C(=O)N(Cc2ccc(N(C)C)cc2)CC2CCCO2)cc1 (configuration not stated),-4,10%,-3%,1%,-3%,11%,-23%,-2%,-8%
O=C(Nc1ccc(-c2nc3ccccc3[nH]2)cc1)c1ccccc1NS(=O)(=O)c1ccc(F)cc1,-3,-18%,-22%,104%[activator],-23%,6%,28%,19%,-9%
CC1=C(C(=O)Nc2ccccc2)C(c2cccc(Cl)c2)n2nc(SCC(=O)c3ccc(C)cc3)nc2N1 (configuration not stated),9,-5%[57.1 µM],-13%,-13%[57.1 µM],-8%,0%,-5%,-4%,i
Cn1c(-c2ccccc2)cc(=NNS(C)(=O)=O)c2cc(S(=O)(=O)O)ccc21,-2,/,8%,/,-26%,?,/,/,i
Cc1nc(-c2ccc(S(=O)(=O)Nc3cc(F)ccc3F)cc2)co1,-1,12%,0%,1%,-22%,-15%,27%,-4%,-1%
O=C(Cn1c(=O)oc2ccccc21)NCc1ccccc1Cl,2,24%[57.1 µM],-11%,3%[57.1 µM],-16%,-2%,-3%,-1%,-2%
O=C(O)CNS(=O)(=O)c1ccc(C2CCCCC2)cc1,0,8%[57.1 µM],-8%,3%[57.1 µM],-17%,-16%,50%[activator],-6%,i
O=C(NCc1ccc2c(c1)OCO2)c1cccc(C(=O)NCc2ccc3c(c2)OCO3)c1,3,13%[57.1 µM],7%,9%[57.1 µM],-15%,-4%,23%,1%,-9%
CN1c2ccc(Cl)cc2-c2nc(SCC(=O)NCc3ccccc3)ncc2S1(=O)=O,-2,17%[57.1 µM],-10%,10%[57.1 µM],-18%,-10%,4%,14%,-5%
O=c1nc(-c2ccccc2)c2cc(Cl)ccc2[nH]1,-1,8%,12%,33%[activator],-17%,10%,8%,5%,-2%[11.5 µM]
COc1ccc2nc(NC(=O)CSc3nnc(C)s3)sc2c1,-3,16%,0%,6%,-5%,12%,14%,-2%,-1%
COc1ccc(N2CCN(C(=O)c3ccc4c(=O)n5c(nc4c3)CCCCC5)CC2)cc1,0,2%[57.1 µM],-5%,6%[57.1 µM],-17%,13%,10%,6%,-3%
CCCNC(=O)Nc1ccccc1C(=O)Nc1ccc(OC)cc1,7,4%,0%,-3%,-14%,-8%,28%,1%,8%
Cc1ccc(NS(=O)(=O)c2ccc3c(c2)CCC(=O)N3)cc1C,1&0,11%[57.1 µM],2%,8%[57.1 µM],-20%,8%&6%,22%,-10%&3%,i
